Compound activity from PubChem.
NS5 inhibitors – flavivirus cap methylation enzyme inhibition – biochemical, confirmation dose response, primary screen (AID 588689); Dengue-2 NS5 methyltransferase capping enzyme assay, biochemical; higher % means a stronger effect; 340,000 compounds, 0.3% hits; one-dose inhibition, % at 25 µM; IC50 in µM for titrated hits; in the data active = a potency from the dose series
NS5 inhibitors pilot replicate – also measured in NS5 inhibitors; calls as there; inhibition, %; measured here: pilot screen replicate inhibition
* marks the source's active call; other numbers are inactive results. Some of the compounds tested; rates above refer to the full screens.

SMILES | NS5 inhibitors | others
COc1ccc(C(=O)NC(=S)NC(C)c2ccccc2)cc1 (stereo unspecified) | -20.2%
O=C1C[C@@H]2c3c(cccc3CN1Cc1ccccc1)C[C@@H](O)[C@H]2O | -4.8%
O=C(CSC1=NS(=O)(=O)c2ccccc2N1)Nc1ccccc1F | -2.9%
CN(C(=O)c1ccc(NC(=O)Cc2cccc(NC(=O)C3CCCN(C(=O)CCc4ccccc4)C3)c2)cc1)C1CCCC1 (stereo unspecified) | -10.5%
N#CCC(=O)Nc1ccc(C(=O)OCC(=O)NC(=O)Nc2ccc3c(c2)OCCO3)cc1 | -7.0%
Cc1ccc(Cn2nc(C)c(C(=O)NCC(c3cccs3)N3CCOCC3)c2Cl)cc1 (stereo unspecified) | 2.2%
Cc1ccc(NC(=O)Cn2sc3ccccc3c2=O)cc1 | -35.3%
C[C@H](CO)N1C[C@H](C)[C@@H](CN(C)Cc2ccccn2)Oc2ncc(-c3ccccc3)cc2C1=O | 8.0%
N#Cc1c(N)n(C2OC(CO)C(O)C2O)c2ncnc(N)c12 (stereo unspecified) | -6.2%
O=C(COC(=O)/C=C/c1ccccc1)NCc1ccco1 | 2.2%
CC1CN(S(=O)(=O)c2cccc(C(=O)Nc3ccccc3N3CCCCC3)c2)CC(C)O1 (stereo unspecified) | -3.7%
COc1cc(C(=O)NCCCN2CCCC2=O)cc(Br)c1OCc1ccccc1 | -4.8%
Cc1ccc(S(=O)(=O)N2CCCCC2)cc1NC(=O)C1CC(=O)N(c2ccc3c(c2)OCCO3)C1 (stereo unspecified) | 3.6%
C=CCN1C=CC(=O)[C@@H](O)[C@H]1c1ccccc1Br | -1.3%
CCN(CC(=O)Nc1ccc(OC)cc1)C(=O)c1ccc(NS(=O)(=O)c2ccc(C(C)=O)cc2)cc1 | -8.7%
CCCCn1c(N)c(N(CC(C)C)C(=O)c2cc(-c3ccco3)nc3ccccc23)c(=O)[nH]c1=O | -3.0%
C[C@H](CO)N1C[C@H](C)[C@@H](CN(C)S(=O)(=O)c2ccc3ccccc3c2)OCc2cn(nn2)CCCC1=O | -4.1%
CCOC(=O)c1ccc(NC(=O)NC2=NCCS2)cc1 | -2.9%
Cc1ccccc1-c1nnc(SCC(=O)NCC2CCCO2)o1 (stereo unspecified) | -2.2%
CC(C)(C)OC(=O)C[C@@H]1C/C=C\C[C@@H](CC(=O)N(CCO)Cc2ccccc2)C(=O)NC[C@@H](c2ccccc2)OC1=O | -4.0%
COc1ccc(C(=O)NCC(=O)OCC(=O)NC2CCCCCC2)cc1 | 16.3%
Cc1ccc(C(=O)NCC(=O)NCC(c2cccs2)N2CCOCC2)cc1 (stereo unspecified) | 1.5%
CN(CC(=O)Nc1c(Cl)cccc1Cl)C(=O)C1CC(=O)N(Cc2ccccc2)C1 (stereo unspecified) | -7.5%
O=C(NCCCc1ccccc1)c1ccc(-n2cncn2)c([N+](=O)[O-])c1 | 0.7%
CCNC(=O)C(=O)NCC1CCCN1S(=O)(=O)c1cccs1 (stereo unspecified) | 1.4%

Entries above containing a Cl atom:
SMILES | NS5 inhibitors | others
Cc1ccc(Cn2nc(C)c(C(=O)NCC(c3cccs3)N3CCOCC3)c2Cl)cc1 (stereo unspecified) | 2.2%
CN(CC(=O)Nc1c(Cl)cccc1Cl)C(=O)C1CC(=O)N(Cc2ccccc2)C1 (stereo unspecified) | -7.5%

The listing picks up, repeating the 4 entries before the break.
SMILES | NS5 inhibitors | others
Cc1ccc(C(=O)NCC(=O)NCC(c2cccs2)N2CCOCC2)cc1 (stereo unspecified) | 1.5%
CN(CC(=O)Nc1c(Cl)cccc1Cl)C(=O)C1CC(=O)N(Cc2ccccc2)C1 (stereo unspecified) | -7.5%
O=C(NCCCc1ccccc1)c1ccc(-n2cncn2)c([N+](=O)[O-])c1 | 0.7%
CCNC(=O)C(=O)NCC1CCCN1S(=O)(=O)c1cccs1 (stereo unspecified) | 1.4%
CCOC(=O)c1c(C)[nH]c(C(=O)OCC(O)=C(C#N)c2nc3ccccc3[nH]2)c1C | -11.3%
COc1ccc(N(CC(=O)NC2CCS(=O)(=O)C2)S(=O)(=O)c2cc(C)ccc2C)cc1 (stereo unspecified) | 0.0%
O=C(c1ccco1)N1CCC(c2nc3ccccc3[nH]2)CC1 | -8.0%
O=C(c1csc2c1CCCC2)n1cccn1 | 1.7%
CNC[C@H]1Oc2ccc(NC(=O)Nc3ccccc3)cc2CC(=O)N([C@H](C)CO)C[C@H]1C | -13.6%
COc1ccc(NS(=O)(=O)c2cc(NC(=O)C3=NN(c4ccccc4)C(=O)CC3)ccc2C)cc1 | -4.8%
COc1ccccc1Nc1nnc(SCC(=O)NC2CC2)s1 | -2.3%
C[C@H](CO)N1C[C@H](C)[C@@H](CN(C)C(=O)Nc2ccccc2)Oc2c(NS(=O)(=O)c3cccs3)cccc2C1=O | -8.3%
CSCCC(NC(=O)c1ccc([N+](=O)[O-])cc1Cl)C(=O)OCC(=O)NC(=O)CN1CCCC1=O (stereo unspecified) | -0.7%
Cn1nnnc1Sc1ncnc2scc(-c3ccsc3)c12 | -4.4%
C[C@H](NC(=O)C1CCN(S(=O)(=O)c2ccccc2)CC1)C(=O)NCc1ccncc1 | -1.1%
Nc1nc2ccc(Cl)cc2o1 | -1.6%
CCCCn1c(N)c(N(CCOC)C(=O)c2cc(-c3ccc(C)cc3)nc3ccccc23)c(=O)[nH]c1=O | -4.4%
Nc1c(C(=O)CSc2nnc(Nc3ccc(F)cc3)s2)c(=O)[nH]c(=O)n1C1CC1 | 0.7%
CC(C)Cc1ccc(C2=CSC3=NCCN23)cc1 | -5.4%
COc1ccccc1N1CCN(S(=O)(=O)CCNC(=O)C2CC2)CC1 | -15.2%
COc1ccc(COC(=O)c2cccc(S(=O)(=O)N3CCN(C(C)=O)CC3)c2)cc1F | -4.4%
N#Cc1c(-c2ccc(Cl)cc2)n(O)c2ccccc12 | 4.0%
COc1ccc(S(=O)(=O)N2CCC3(CC2)CC(=O)c2ccccc2O3)cc1C | -3.0%
COc1ccc(C)cc1NC(=O)CO/N=C(\N)CC(=O)NC1CCCCC1 | 8.1%
O=C(CNc1cccc([N+](=O)[O-])c1)NC(=O)NC1CCCCC1 | -0.8%
Cc1ccc(NC(=O)/C(Cl)=C\c2ccccc2)cc1 | -5.3%
NS(=O)(=O)c1ccc(N2C(=O)CCCC2=O)cc1 | -0.6%
O=C(NCc1ccncc1)Nc1ccc(Cc2ccc(NC(=O)NCc3ccncc3)cc2)cc1 | 5.7%
COc1ccc(NS(=O)(=O)c2cc(NC(=O)COc3ccccc3F)ccc2OC)cc1 | -7.4%
SMILES | NS5 inhibitors | others
O=C(Cc1ccsc1)Nc1ccc2c(c1)OCO2 | 0.0%
CN(CC(=O)Nc1ccc(Cl)c(C(F)(F)F)c1)C(=O)C1CC(=O)N(Cc2ccco2)C1 (stereo unspecified) | 0.0%
CC1CC(C)CN(C(=O)COC(=O)c2cccc(S(=O)(=O)N(C)c3ccccc3)c2)C1 (stereo unspecified) | -5.1%
CCCCn1c(N)c(N(CCC(C)C)C(=O)c2cc(Cl)nc3ccccc23)c(=O)[nH]c1=O | -15.4%
COCCn1c(C)cc(C(=O)CSc2nnc(C3CC3)n2C2CC2)c1C | -1.1%
CN(CC(=O)Nc1ccccc1Br)C(=O)c1n[nH]c2ccccc12 | 6.5%
Cc1ccsc1C(=O)NNC(=O)COc1ccc(Br)cc1 | -2.2%
Cc1cc(C(=O)CCC(=O)Nc2ccc(S(N)(=O)=O)cc2)c(C)s1 | 2.2%
O=C(COc1ccccc1F)Nc1cc(S(=O)(=O)Nc2cccc(Cl)c2)ccc1O | 4.8%
COc1ccc(OC)c(COC(=O)c2cc([N+](=O)[O-])ccc2N2CCOCC2)c1 | -0.7%
Cc1cccc([N+](=O)[O-])c1NC(=O)COC(=O)C1CCCO1 (stereo unspecified) | 3.7%
COc1cc(/C=C/C(=O)OCC(=O)N2CCCC2)ccc1OCC#N | 2.6%
CCCCNc1c(-c2cccc(-c3ccc(OC)cc3)c2)nc2cc(C)ccn12 | -2.4%
COc1cc(CCCN2CCNC[C@H]2Cc2cccc3ccccc23)cc(OC)c1OC | -7.6%
CC(C)[C@H](NC(=O)c1ccc(F)cc1)C(=O)N(C)Cc1cccs1 | -10.5%
CCc1ccc(NC(=O)COc2coc(CN3CCN(c4ccccc4)CC3)cc2=O)cc1 | -4.4%
COc1cccc2c3cccc(OC)c3c3[nH]cnc3c12 | 5.8%
Cc1csc(NC(=O)CSc2nncs2)n1 | -4.3%
O=C(CSc1nc2ccccc2[nH]1)Nc1ccc2[nH]c(=O)[nH]c2c1 | 1.1%
COC(=O)N(C)C[C@@H]1OCc2cnnn2CCCC(=O)N([C@H](C)CO)C[C@H]1C | 0.6%
COc1ccc(CC(=O)NNC(=S)NC(=O)c2cc(OC)c(OC)c(OC)c2)cc1 | 0.0%
CC1C(=O)N2CCCc3cc(NC(=O)C4CC4)cc1c32 (stereo unspecified) | 0.0%
CC[C@]1(C(=O)OC)[C@H]2C(=O)N(C)C(=O)[C@H]2[C@H]2CN=C(SCc3ccc(C(=O)OC)cc3)N21 | 0.0% | NS5 inhibitors pilot replicate=0.6
CCCCn1c(N)c(N(C)C(=O)c2cn(-c3ccccc3)nc2-c2ccccc2)c(=O)[nH]c1=O | -2.6%
O=CNc1c(Cl)cc2c(c1Cl)Cc1cc([N+](=O)[O-])ccc1-2 | -5.0%

The closing 7 entries of the part before are carried over, then new ones follow.
SMILES | NS5 inhibitors | others
O=C(CSc1nc2ccccc2[nH]1)Nc1ccc2[nH]c(=O)[nH]c2c1 | 1.1%
COC(=O)N(C)C[C@@H]1OCc2cnnn2CCCC(=O)N([C@H](C)CO)C[C@H]1C | 0.6%
COc1ccc(CC(=O)NNC(=S)NC(=O)c2cc(OC)c(OC)c(OC)c2)cc1 | 0.0%
CC1C(=O)N2CCCc3cc(NC(=O)C4CC4)cc1c32 (stereo unspecified) | 0.0%
CC[C@]1(C(=O)OC)[C@H]2C(=O)N(C)C(=O)[C@H]2[C@H]2CN=C(SCc3ccc(C(=O)OC)cc3)N21 | 0.0% | NS5 inhibitors pilot replicate=0.6
CCCCn1c(N)c(N(C)C(=O)c2cn(-c3ccccc3)nc2-c2ccccc2)c(=O)[nH]c1=O | -2.6%
O=CNc1c(Cl)cc2c(c1Cl)Cc1cc([N+](=O)[O-])ccc1-2 | -5.0%
O=C(O)c1ccc(CSCc2ccccc2)o1 | -1.7%
COC(=O)c1c(C)[nH]c(C(=O)CN(C)CC(=O)Nc2cccc(F)c2)c1C | 2.3%
CSc1ncnc2c1ncn2CCCNCCc1ccccn1 | 5.5%
CC1(C)CN=C(c2ccccc2)NC1 | 10.1%
CC(=O)NC12CC3CC(C1)CC(C(=O)N(C)CC(=O)Nc1ccccc1Cl)(C3)C2 | -0.7%
CN(C)CCNc1oc(-c2ccccc2Cl)nc1S(=O)(=O)c1ccccc1 | 2.2%
Cc1ccc([C@H]2C[C@@H](n3cc(COC(=O)c4ccccc4)nn3)[C@H](O)CN2CC2CCCCC2)cc1 | 2.3%
COc1ccc(OC)c(NC(=O)COC(=O)C2CCC2)c1 | -5.2%
Cc1cc(NC(=O)CN2C(=O)NC(c3ccccc3)(c3ccc(C)c(C)c3)C2=O)no1 (stereo unspecified) | -7.3%
C/C(=N\NC(=O)COc1ccc([N+](=O)[O-])cc1)c1ccco1 | -1.6%
N#Cc1ccc(C(=O)OCc2cccc(S(=O)(=O)N3CCOCC3)c2)cc1 | 2.2%
CC(C)c1ccc(C2(C)NC(=O)N(C(C)C(=O)Nc3ccc(N4CCOCC4)cc3)C2=O)cc1 (stereo unspecified) | -2.2%
CN(C)S(=O)(=O)c1ccc(N2CCCC2)c(C(=O)N2CCN(S(=O)(=O)c3ccc(F)cc3)CC2)c1 | -2.2%
COC(=O)[C@]1(C)N[C@H](c2ccc(-c3ccc(F)cc3)cc2)[C@@H]2C(=O)N(C)C(=O)[C@@H]21 | -5.6%
CCN(CC(=O)Nc1ccc(OC)cc1)C(=O)c1ccc2c(=O)n3c(nc2c1)CCC3 | -7.0%
O=C(c1ccc(NS(=O)(=O)c2ccccc2)cc1)N1CCN(c2ccccc2)CC1 | -5.1%
COCOCCn1cc(CN2CCS(=O)(=O)N(Cc3ccc(-c4ccc(OC)cc4)cc3)C(C(C)C)C2=O)nn1 (stereo unspecified) | -1.2%
CC(C)CCCN1C(N(C)C)=NC[C@@H]1C | -3.2%
CN1CCN(C(=O)C(=O)c2cn(CC(=O)N3CCOCC3)c3ccccc23)CC1 | 5.5%
O=C(Nc1ccc(Cl)cc1)C1CCCN(C2=NS(=O)(=O)c3ccccc32)C1 (stereo unspecified) | -3.0%
CC(OC(=O)c1ccc(-n2cnnn2)cc1)C(=O)Nc1ccccc1F (stereo unspecified) | -1.4%
C[C@@H]1CN(S(=O)C(C)(C)C)[C@H](CCO)/C1=C\CCO (stereo partly specified) | -1.3% | NS5 inhibitors pilot replicate=-4.9
Cc1cn(CC(C)C)c(=O)n(-c2ccccc2)c1=O | 0.8%
O=C(COC(=O)c1cc(S(=O)(=O)N2CCOCC2)ccc1F)Nc1ccc2c(c1)OCO2 | 2.9%
O=C(NC1CCCc2c1cnn2-c1ccccc1F)c1ccncc1 (stereo unspecified) | 6.6%
SMILES | NS5 inhibitors | others
C[C@@H]1CN([C@H](C)CO)C(=O)CCCn2nncc2CO[C@H]1CN(C)C(=O)C1CC1 | -4.4%
Cc1ccccc1Oc1ccc2c(c1)[C@@H]1C[C@H](N(C)C(=O)NC3CCCCC3)[C@H]([C@H](C)O)C(=O)N1CC2 | -0.7% | NS5 inhibitors pilot replicate=3.0
CCCNC(=O)c1onc(CSc2ccc(Cl)cc2)c1C(=O)NC(C)C | -3.2%
COC(=O)[C@@]12CCCCN1[C@H](c1ccc(-c3ccc(F)cc3)cc1)[C@@H]1C(=O)N(C)C(=O)[C@@H]12 | -5.6%
CC1CCCN(C(=O)COC(=O)Cn2cnc3ccccc32)C1 (stereo unspecified) | -2.3%
C=C(C)COC(=O)c1ccccc1C(=O)OCC1(C)CO1 (stereo unspecified) | 0.0%
COc1cccc(NC(=O)N(C)C[C@@H]2Oc3cc(Br)ccc3S(=O)(=O)N([C@@H](C)CO)C[C@H]2C)c1 | 1.1%
CC(C)(C)OC(=O)N(CCc1ccccc1)Cc1cccc(OCc2cccc(NC(=O)c3ccccc3)c2)c1 | 6.5%
NC(=O)CSc1nnc(-c2ccco2)n1-c1ccc(F)cc1 | -3.8%
CN(C)c1oc(-c2ccco2)nc1S(=O)(=O)c1ccc(Br)cc1 | 7.4%
